Assay outcomes as filed in PubChem.
bovine MsrA act: activates bovine MsrA enzyme; purified bovine MsrA, absorbance read-out; activation, % at 10.6 µM; 0.3% of 360,000 active; AID 602163; in the data active means activation above about 7.5%;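 further: 0% = vehicle and 100% = reference activator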
LMPTP inh: blocks human LMPTP phosphatase. recombinant LMPTP-A, OMFP fluorogenic substrate, fluorescence intensity. inhibition, % at 20 µM. 0.22% of 360,000 active. P24666;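 active means compounds that cut the enzyme signal by at least half of the control window in the single-dose screen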;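 further: plate controls were DMSO wells with enzyme plus substrate for no effect and substrate without enzyme for full effect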
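Assay system: LMPTP-A phosphatase enzyme | Input: 0.625 nM enzyme | Also added: Fluorogenic phosphatase substrate OMFP at 400 µM final | Compound dosing: One test concentration per compound, 20 µM, with 3% DMSO overall | Schedule: 50 min enzyme reaction at room temperature, protected from light | Signal: Fluorescence intensity | Benchmarks: no-enzyme and uninhibited controls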
STEP inh: inhibitors of human striatal-enriched phosphatase STEP; recombinant STEP, OMFP fluorogenic substrate, fluorescence; inhibition, % at 20 µM; 0.25% of 360,000 active;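 active means inhibition at 20 µM, scaled per plate between control wells, above about 37%, limit read from the data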;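 further: 0% = DMSO with enzyme and substrate and 100% = substrate only without enzyme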
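medium = Bis-Tris buffer pH 6.0, 2.5 mM DTT, 0.005% Tween 20 | test system = STEP (striatal-enriched tyrosine phosphatase) enzyme, cell-free | measure = normalized % inhibition | compound dosing = 20 µM, 1% DMSO | also added = 25 µM OMFP | schedule = reaction 20 min, ambient temperature | measured by = fluorescence read at 480 nm ex / 540 nm em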
Scp-1 inhibitor: Scp-1 (human) phosphatase inhibition; Q9GZU7; Recombinant Scp1, phosphopeptide, malachite green phosphate absorbance; inhibition, % at 20 µM; 0.88% of 340,000 active; AID 493091;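 active means inhibition above about 50% at 20 µM, limit read from the data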;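 further: plate controls were DMSO wells with enzyme for no effect and wells lacking enzyme for full effect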
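Incubation: 45 min enzyme reaction at room temperature / System: truncated SCP-1 phosphatase (76-261aa) / Reagent: Phospho 17-mer peptide substrate / Buffer or medium: Acidic Tris acetate buffer with magnesium and detergent / Signal: absorbance at 630 nm / Doses: one concentration, 20 µM, with 1.0% DMSO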
SUMO1-SIM PPI: modulators of human SUMO1-mediated protein-protein interactions. 0.33% of 360,000 active. SUMO1 binding to a labelled peptide, TR-FRET, 1 h. P63165. inhibition, % at 20 µM; in the data active means inhibition above about 37%
Target sequence (P63165 whole entry, looked up): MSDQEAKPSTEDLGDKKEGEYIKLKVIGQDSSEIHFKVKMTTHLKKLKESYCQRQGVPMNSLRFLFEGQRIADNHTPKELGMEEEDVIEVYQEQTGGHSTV
Tb MetRS inh: blocks T. brucei methionyl-tRNA synthetase activity | purified T. brucei MetRS, ATP depletion, Kinase-Glo luminescence | AID 624268 | inhibition, % at 11.9 µM | 0.4% of 360,000 active;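 active means inhibition above a per-plate cutoff of the control wells' mean inhibition plus 3 SD, cut at about 5.5% in these data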;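 further: 0% = DMSO wells median and 100% = median of wells with control inhibitor compound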
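Material: parasite MetRS enzyme / Replication: singlicate, one well per compound / Signal: luminescence of leftover ATP / Schedule: 2 h aminoacylation at 25 °C after 15 min preincubation / Medium: HEPES-MgCl2-KCl buffer plus DTT, spermine, BSA, pyrophosphatase / Doses: 11.9 µM single point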
NRP1-CendR mod: alters CendR peptide binding to human NRP-1; O14786; FAM-RPARPAR peptide binding to NRP-1, fluorescence polarization; inhibition, % at 25 µM; 0.85% of 360,000 active; AID 602438;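 active means inhibition or corrected inhibition above about 18%, plus a signal ratio from 0.5 to 1.5, limit read from the data, passing the limit was not always enough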; further: strong numbers were not always called active
Target sequence (O14786 whole entry, looked up): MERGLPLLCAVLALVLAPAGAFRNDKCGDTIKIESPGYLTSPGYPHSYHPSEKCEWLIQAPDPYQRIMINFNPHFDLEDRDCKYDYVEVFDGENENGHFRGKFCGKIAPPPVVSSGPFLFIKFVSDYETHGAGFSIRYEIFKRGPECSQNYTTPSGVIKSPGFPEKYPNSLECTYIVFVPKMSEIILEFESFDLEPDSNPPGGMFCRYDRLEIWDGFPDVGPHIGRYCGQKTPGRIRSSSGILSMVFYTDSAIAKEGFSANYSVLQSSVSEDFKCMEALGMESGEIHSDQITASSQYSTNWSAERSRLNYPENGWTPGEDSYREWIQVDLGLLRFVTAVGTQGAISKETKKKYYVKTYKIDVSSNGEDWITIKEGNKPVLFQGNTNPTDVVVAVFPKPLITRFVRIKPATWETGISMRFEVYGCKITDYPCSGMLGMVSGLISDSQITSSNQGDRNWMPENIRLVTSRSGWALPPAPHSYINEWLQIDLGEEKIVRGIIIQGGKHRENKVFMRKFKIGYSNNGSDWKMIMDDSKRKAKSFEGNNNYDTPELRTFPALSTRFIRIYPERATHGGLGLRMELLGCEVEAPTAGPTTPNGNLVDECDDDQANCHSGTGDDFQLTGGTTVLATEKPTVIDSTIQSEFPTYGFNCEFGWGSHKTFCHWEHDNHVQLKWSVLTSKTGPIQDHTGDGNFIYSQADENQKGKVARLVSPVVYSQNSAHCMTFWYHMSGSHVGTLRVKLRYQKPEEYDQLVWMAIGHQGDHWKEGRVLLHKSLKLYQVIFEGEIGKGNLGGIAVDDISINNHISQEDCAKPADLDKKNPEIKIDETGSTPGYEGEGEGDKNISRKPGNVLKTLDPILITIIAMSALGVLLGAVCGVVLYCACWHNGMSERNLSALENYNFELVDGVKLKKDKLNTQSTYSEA
DNMT1 block: blocks human DNA methyltransferase DNMT1; P26358; DNMT1 molecular beacon, Hinp1I cleavage, fluorescence; inhibition (reported as % activation of signal), % at 10 µM; 0.83% of 360,000 active; AID 588458; in the data active means inhibition above about 50%
eLon inh: inhibits E. coli Lon protease; purified E. coli Lon protease, fluorescence polarization; inhibition, % at 7.94 µM; 0.42% of 360,000 active; in the data active means inhibition above about 13%, passing the limit was not always enough;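 further: 0% = enzyme with probe and DMSO and 100% = no enzyme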
MsrA inh: inhibits bovine methionine sulfoxide reductase A | AID 651718 | inhibition, % at 15.5 µM | 0.75% of 360,000 active | purified bovine MsrA, absorbance read-out; in the data active means inhibition above about 4.5%;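 further: 0% = vehicle wells with enzyme and 100% = reference inhibitor wells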
The depositor's hits bear a star; / = no result given.

Every second line gives: MsrA inh	LMPTP inh	eLon inh	Tb MetRS inh	Scp-1 inhibitor	DNMT1 block	NRP1-CendR mod	STEP inh	bovine MsrA act	SUMO1-SIM PPI
Cc1ccc2oc(C(=O)N3CCC(O)(c4cccc(C(F)(F)F)c4)CC3)c(C)c2c1
→ -0.2	1.6	3	-1.2	-2	-12	-1	-2	-3	1
CCC(OC(=O)C(C)N1C(=O)C(=O)c2ccccc21)C(=O)Nc1ccccc1OC (stereo not drawn)
→ 0.9	1.4	-1	-0.1	3	0	9	2	-2	-7
O=C(N/C(=C/c1cccnc1)C(=O)N1CCOCC1)c1ccco1
→ 0.1	-0.8	-3	-0.8	-2	3	-2	-3	0	2
Cc1c(-n2c(-c3ccccc3)nc3ccccc3c2=O)c(=O)n(-c2ccccc2)n1C
→ 0.4	-1.9	-2	-0.5	-8	-1	6	-2	-4	2
CC(=O)C(C(C)=O)c1cc(NS(=O)(=O)c2ccccc2)ccc1NS(=O)(=O)c1ccccc1
→ -0.6	-1.3	1	0.0	-1	-2	12	-2	-1	-4
Cc1ccc(-n2ncc3c(SCc4cccc(C)c4)ncnc32)cc1
→ -0.3	2.2	4	-0.5	-10	1	-16	-1	-3	-3
CNC[C@@H]1Oc2c(NC(=O)Nc3ccccc3)cccc2C(=O)N([C@@H](C)CO)C[C@H]1C
→ 0.5	-0.5	-13	0.8	11	3	8	-3	-13	3
O=C(CCN1C(=O)[C@@H]2Cc3ccccc3CN2C1=O)Nc1cccc(F)c1
→ -0.8	-1.8	11	-0.3	-5	2	-1	2	-3	4
CS(=O)(=O)c1ccc(C(=O)NC2CCOC2=O)cc1 (stereo not drawn)
→ -0.8	-1.3	-7	-0.3	-5	10	2	-5	0	-1
CC(C)N(Cc1ccccc1)C(=S)Nc1ccccc1F
→ 0.7	-0.9	-1	-0.7	-3	6	3	6	-9	2
O=C(CSc1ccc([N+](=O)[O-])cn1)Nc1nccs1
→ 1.0	-1.1	-3	0.3	-5	0	9	0	-3	-26
CCN(CC)C(=O)c1ccc(-c2ccccc2)cc1
→ 0.5	-0.3	-7	-1.0	-5	4	1	-1	-7	0
CCCCNC(=O)OC1CC2CC1[C@H]1CCCCN1C2=O (stereo partly drawn)
→ -0.7	1.3	2	0.1	/	/	2	/	-3	0
O=S(=O)(c1ccccc1)c1nc(NCc2cccnc2)sc1Cl
→ 0.3	-0.1	-2	0.7	1	-1	6	-1	-3	3
COc1ccccc1C(=O)C1CCCN(C(=O)c2ccc(Cl)cc2)C1 (stereo not drawn)
→ 1.6	-0.2	13	0.1	/	2	3	-2	0	3
Cc1ccc(-n2c(Cc3cccn3C)nnc2SCC(=O)Nc2cc(C)on2)cc1
→ 0.4	1.4	1	-0.7	6	-1	10	2	0	-1
CCCC(NCC(=O)Nc1ccccc1C(=O)NC1CC1)c1ccccc1 (stereo not drawn)
→ 0.5	-0.5	2	-0.4	-6	0	-4	0	-4	4
Oc1ccccc1/C=N/[n+]1ccccc1
→ -1.5	-1.7	-5	-0.7	103*	-2	-10	-1	-6	-4
COc1ccc(-n2c(Cc3cccn3C)nnc2SCC(=O)Nc2cccc(Cl)c2)cc1
→ -0.4	1.6	-2	-0.5	-7	-4	4	1	-1	2
CCOC(=O)[C@@H]1[C@H]2COc3ccc(Br)cc3[C@@H]2N2C(=O)N(c3ccc(F)cc3)C(=O)[C@@]12C
→ 1.1	-0.7	-9	-0.1	-11	-1	12	0	1	3
O=C1CN(C(=O)CSc2nc3ccccc3c(=O)n2CC2CCCO2)c2ccccc2N1 (stereo not drawn)
→ 0.4	1.4	14	-0.5	6	2	-5	0	-10	0
O=C(NCCN1C(=O)C2C3C=CC(C3)C2C1=O)Nc1cccnc1 (stereo not drawn)
→ 0.3	-0.8	-1	-1.1	18	0	-4	1	-2	0
CC(C)/C=N/NC(=O)c1ccc(Cl)cc1
→ 0.4	-1.1	1	-0.3	-1	-1	2	2	-3	0
Cc1[nH]n(-c2ccccc2)c(=O)c1/C=N/N(C)c1ccccc1
→ 1.0	0.0	11	-0.1	-8	-7	1	-1	2	2
C#CCOc1ccc(Cl)cc1/C=N/O
→ -0.5	-0.7	2	-0.3	-3	-4	1	2	-4	2
Cc1ccc(C(=O)OCC(=O)N2CC(C)CC(C)C2)cc1S(=O)(=O)N1CCOCC1 (stereo not drawn)
→ 0.1	-1.0	-2	-0.5	-7	1	3	-1	5	-3
Cc1ccc(NC(=O)c2ccccc2NC(=O)Cc2ccccc2)cc1
→ -1.2	1.6	2	0.3	-9	-5	7	-2	-5	-5
CCCNC(=O)C1(C)CCCN(C(=O)Cc2ccc(OC)cc2)C1 (stereo not drawn)
→ 0.5	-1.5	-10	0.2	/	3	5	-3	0	0
Cc1ccc(Cn2nnc3c(=O)[nH]c(C4CCN(S(=O)(=O)c5ccccc5F)CC4)nc32)cc1
→ -1.0	3.0	5	0.0	-3	-7	18	0	-1	1
CCCCOc1ccc(NC(=O)CN2CCN(Cc3ccccc3)CC2)cc1
→ 0.6	-0.8	2	-0.4	-5	1	-16	2	-1	-7
O=C(COC(=O)c1n[nH]c(=O)c2ccccc12)Nc1cccc(S(=O)(=O)N2CCOCC2)c1
→ 0.5	-1.1	4	-0.4	-5	-1	-6	-4	-1	7
CCc1ccccc1NC(=O)NC1CCCCCCC1
→ 0.8	0.0	-8	-0.4	-5	2	6	-2	-1	-2
Cc1ccc(-c2cnco2)cc1
→ 0.6	-1.6	-1	0.0	-11	2	-1	1	0	1
COc1ccc(-c2cc(C)no2)cc1S(=O)(=O)NCCc1ccco1
→ -0.6	-0.2	-3	0.2	10	3	11	2	-5	-2
c1ccc2c(-c3ccncc3)c[nH]c2c1
→ 0.2	3.0	7	-1.1	0	1	-4	-3	-4	-3
COc1cccc(-n2c(SCc3c(C)noc3C)nnc2-c2cccc(S(=O)(=O)N(C)C)c2)c1
→ -1.3	0.2	-3	-0.5	-7	0	11	1	-4	-3
COc1cccc(CNc2nc(SC)ncc2CO)c1
→ -0.1	0.4	10	-0.4	-12	-6	0	2	-2	6
Cc1ccc(CNC(=O)C2CCCN2C(=O)Nc2ccc(F)cc2)cc1 (stereo not drawn)
→ -1.2	1.1	1	1.1	-6	3	0	1	-3	-1
CCOC(=O)c1c(NC(=O)CCS(=O)(=O)c2ccccc2)sc2c1CCN(C(C)C)C2
→ 0.3	2.1	-3	0.9	-5	-2	9	-1	-3	-2
O=C1CN(c2cc(Cl)cc(Cl)c2)C(=O)CN1/N=C/c1cccnc1
→ -0.3	-0.9	3	0.1	-11	0	2	-1	-4	-3
CCOC(=O)c1c(NC(=O)C2=C(C)NC(=S)NC2c2ccc(F)cc2)sc(C)c1C (stereo not drawn)
→ 0.5	1.4	7	-0.9	-7	-16	-2	-3	-8	-3
CCc1ccc([C@@H]2CC(=O)[C@@H]3CN(S(=O)(=O)c4ccc(Cl)cc4)[C@H](c4ccc(C)cc4)C[C@@H]3N2S(=O)(=O)c2ccc(C)cc2)cc1
→ 0.3	1.2	-4	-0.2	/	9	-10	0	-2	1
COC(=O)[C@]12CCCCC=C1N(CCC1=CCCCC1)C(=O)[C@H](CC(=O)NCc1ccccc1)C2
→ -1.3	2.5	-2	-0.2	/	/	10	/	3	2
CCN(CC(=O)Nc1ccc([N+](=O)[O-])cc1OC)CC(=O)NC(C)(C)C
→ 1.1	0.2	-2	-0.3	-8	2	-8	2	1	-21
COC(=O)c1ccc(CNC(=O)COC(=O)c2ccccc2-c2ccccc2)cc1
→ -0.6	1.7	-17	-0.2	1	1	1	-3	-2	1
CCOC(=O)c1c(NC(=O)COc2ccccc2C#N)sc2c1CC(C)(C)NC2(C)C
→ 1.4	1.8	-7	-0.6	2	0	22*	1	-1	0
CCCCN(C(=O)CSc1nc2ccccc2n1CC)C1CCS(=O)(=O)C1 (stereo not drawn)
→ -0.2	-1.1	-4	-0.2	-5	1	8	0	-2	1
COc1ccc(C2=NOC(C(=O)NCc3ccccn3)C2)cc1OC (stereo not drawn)
→ 0.5	-0.4	-12	-0.7	-3	-2	-4	1	1	-2
COc1ccc(CC(=O)N2CCN=C2SCc2ccc([N+](=O)[O-])cc2)cc1
→ 0.1	-0.9	9	-1.0	6	0	2	-2	-6	-30
CCCc1cc(C(=O)N2CCN(S(=O)(=O)c3ccc(OC)c(OC)c3)CC2)cs1
→ 0.6	0.0	7	-0.4	-6	3	10	2	-1	-3
CC(C)c1ccc(NC(=O)Cn2c(=O)oc3ccccc32)cc1
→ 0.5	-1.2	-5	-2.4	-7	-7	1	-4	-12	2
CSc1ccccc1C(=O)NCc1ccc(S(N)(=O)=O)cc1
→ -0.2	-2.8	1	-0.8	-4	2	4	-2	-5	0
Cn1c(=O)[nH]c(=O)c2c1nc(N1CCCCC1)n2CCOc1ccccc1
→ 0.8	-1.0	0	-1.3	1	-1	14	2	-5	-1
COc1cc(N2C(=O)c3ccccc3C2=O)c(Cl)cc1C(=O)OCC(=O)N1CCOCC1
→ -0.9	0.8	-4	-1.0	-1	9	18	-2	-9	-4
CCOC(=O)c1ccc(Oc2nc(NC)nc(Nc3ccccc3)n2)cc1
→ 1.1	1.1	-7	0.8	-5	-5	-7	-5	1	0
O=C(NNc1ccccc1)C(=O)N1CCCCC1
→ 0.7	-1.1	-6	0.0	-7	9	5	-2	-1	3
COc1cc(-c2n[nH]c(=S)n2-c2ccc(Br)cc2)cc(OC)c1OC
→ -1.5	-1.6	4	0.2	-2	1	21	2	0	-2
CC1CCCN(CCCNC(=O)c2ccc3c(c2)N(Cc2cccc(Cl)c2)C(=O)c2ccccc2S3=O)C1 (stereo not drawn)
→ 0.6	-0.3	-10	-0.4	/	2	7	-1	-3	-8
O=C(Nc1ccccc1C(=O)N1CCOCC1)C1CCCO1 (stereo not drawn)
→ 0.8	-2.7	-1	0.0	-6	0	3	-1	-1	3
CSc1n[nH]c(=O)n1-c1ccc(Cl)cc1
→ -0.3	1.4	8	-1.2	-7	3	16	-4	-12	3

Sorted by length of the SMILES (low to high): some entries from above
Every second line gives: MsrA inh	LMPTP inh	eLon inh	Tb MetRS inh	Scp-1 inhibitor	DNMT1 block	NRP1-CendR mod	STEP inh	bovine MsrA act	SUMO1-SIM PPI
Cc1ccc(NC(=O)c2ccccc2NC(=O)Cc2ccccc2)cc1
→ -1.2	1.6	2	0.3	-9	-5	7	-2	-5	-5
Cc1ccc(-n2c(Cc3cccn3C)nnc2SCC(=O)Nc2cc(C)on2)cc1
→ 0.4	1.4	1	-0.7	6	-1	10	2	0	-1
CCN(CC(=O)Nc1ccc([N+](=O)[O-])cc1OC)CC(=O)NC(C)(C)C
→ 1.1	0.2	-2	-0.3	-8	2	-8	2	1	-21

Single values from the list.
Entry of `CCc1ccc([C@@H]2CC(=O)[C@@H]3CN(S(=O)(=O)c4ccc(Cl)cc4)[C@H](c4ccc(C)cc4)C[C@@H]3N2S(=O)(=O)c2ccc(C)cc2)cc1` under DNMT1 block: 9
Entry of `CSc1ccccc1C(=O)NCc1ccc(S(N)(=O)=O)cc1` under Tb MetRS inh: -0.8
